proKLK7 act – activates the human kallikrein-7 zymogen; P49862; purified proKLK7, EDANS-DABCYL substrate fluorescence; 100% is mature enzyme control, 0% vehicle; activation, % at 7 µM; 370,000 compounds, 0.9% hits; AID 652039;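 active means activation above the mean of all tested compounds plus 3 SD, computed per campaign excluding outliers beyond control limits, cut at about 13% in these data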
Target sequence (P49862 whole entry, looked up): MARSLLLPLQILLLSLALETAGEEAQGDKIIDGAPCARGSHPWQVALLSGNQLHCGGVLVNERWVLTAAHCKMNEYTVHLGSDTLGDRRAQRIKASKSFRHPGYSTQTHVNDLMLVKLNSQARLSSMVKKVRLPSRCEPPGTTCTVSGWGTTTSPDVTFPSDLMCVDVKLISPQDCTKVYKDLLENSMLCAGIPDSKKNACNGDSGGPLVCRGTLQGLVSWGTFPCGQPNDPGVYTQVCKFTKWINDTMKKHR
Tn7 DDE FP – inhibitors of Tn7 peptide binding to human fibrin DD(E); AID 720508; inhibition, % at 8.3 µM; P02675; 370,000 compounds, 0.13% hits; FP displacement of FITC-Tn7 peptide from fibrin DD(E); 0% = median of compound wells per plate;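 active means inhibition above the mean of compounds falling within the control limits plus 3 SD of them, cut at about 14% in these data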;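 further: 0% = plate median of compound wells and 100% = 10 µM Aha-Tn7 peptide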
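Assay system: human fibrin DD(E). Input: DD(E) 2 µM final. Medium: Tris buffer with calcium and detergent, pH 7.8. Compound dosing: single point at 8.3 µM. Timing: 10 min plus 3 h, room temperature. Technique: fluorescence polarization of the labelled Tn7 tracer. Read-out: percent inhibition. Replicates: singlicate testing.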
PLC-gamma1 inh – PLC-gamma1 (human) inhibition, primary screen. purified PLC-gamma1, fluorogenic substrate, fluorescence. 370,000 compounds, 0.84% hits. P19174. AID 720700. inhibition, % at 12.2 µM; in the data active means inhibition above about 9.5%
ARFGAP1 inh – rat ARFGAP1 inhibition | Q62848 | Arfgap1-stimulated ARF1 GTP hydrolysis, GDP FP detection | inhibition, % at 16.5 µM | 360,000 compounds, 0.26% hits;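 active means inhibition above a per-plate limit, mean inhibition of low control wells plus 3 SD, cut at about 25% in these data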;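 further: 0% = DMSO wells with enzyme and 100% = wells lacking Arfgap1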
Target sequence (Q62848 1-136 limits assumed): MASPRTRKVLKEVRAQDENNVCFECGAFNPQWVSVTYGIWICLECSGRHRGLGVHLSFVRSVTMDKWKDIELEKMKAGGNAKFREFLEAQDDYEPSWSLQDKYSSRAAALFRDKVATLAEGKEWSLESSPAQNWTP
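System: truncated rat Arfgap1 GAP domain / Medium: HEPES-based buffer, pH 7.5 / Also added: N-terminally truncated human ARF1-GTP substrate / Incubation: enzyme reaction 120 min at 25 °C after 20 min preincubation / Measured by: FP of antibody-bound GDP Alexa 633 tracer, ex 620/em 688 nm / Replicates: singlicate, each compound tested once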
ADAM10 inh – inhibits human ADAM10. inhibition, % at 7 µM. AID 720582. 370,000 compounds, 0.62% hits. recombinant ADAM10, EDANS/DABCYL FRET peptide cleavage, 3 h. O14672;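 active means inhibition above a per-campaign cutoff equal to the mean of compounds falling between control-based bounds plus 3 SD, cut at about 20% in these data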;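 further: 0% = DMSO wells while the 100% control is not disclosed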
ADAM17 inh – ADAM17 inhibition, QFRET primary screen; P78536; recombinant ADAM17, EDANS/DABCYL FRET peptide cleavage; inhibition, % at 6.95 µM; 370,000 compounds, 0.83% hits;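 active means inhibition above the mean of compounds lying between control limits plus 3 SD, set per campaign, cut at about 8.5% in these data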;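 further: 0% = DMSO-only wells as the low control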
Target sequence (P78536 215-824 limits assumed): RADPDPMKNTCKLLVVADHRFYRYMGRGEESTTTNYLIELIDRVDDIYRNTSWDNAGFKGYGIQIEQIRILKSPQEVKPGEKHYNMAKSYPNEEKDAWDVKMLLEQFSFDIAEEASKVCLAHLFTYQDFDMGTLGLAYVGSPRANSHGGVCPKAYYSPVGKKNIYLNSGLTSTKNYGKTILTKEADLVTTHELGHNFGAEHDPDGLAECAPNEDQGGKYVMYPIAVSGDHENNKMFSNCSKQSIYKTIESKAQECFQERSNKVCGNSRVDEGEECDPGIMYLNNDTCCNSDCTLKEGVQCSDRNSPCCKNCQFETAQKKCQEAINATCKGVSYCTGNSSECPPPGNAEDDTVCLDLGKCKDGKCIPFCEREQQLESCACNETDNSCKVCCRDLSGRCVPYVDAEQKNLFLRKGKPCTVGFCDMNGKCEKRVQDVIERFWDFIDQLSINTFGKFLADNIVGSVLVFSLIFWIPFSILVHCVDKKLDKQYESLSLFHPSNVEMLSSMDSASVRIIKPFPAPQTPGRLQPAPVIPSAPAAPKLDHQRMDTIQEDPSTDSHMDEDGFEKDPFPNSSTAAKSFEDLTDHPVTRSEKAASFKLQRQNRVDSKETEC
ASAP1 GAP inh – ASAP1 ArfGAP inhibition | ASAP1-stimulated ARF1 GTP hydrolysis, GDP FP detection | AID 624377 | inhibition, % at 16.5 µM | Q9ULH1 | 360,000 compounds, 0.19% hits; in the data active means inhibition above about 25%;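 further: 0% = vehicle with enzyme and substrate and 100% = no enzyme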
DDE Tn6 FP inh – disrupts Tn6 cyclic peptide binding to fibrin D-Dimer-E complex; P02675; inhibition, % at 8.3 µM; 370,000 compounds, 0.21% hits; Fibrin DD(E) TRITC-Tn6 fluorescence polarization displacement;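 active means inhibition above a per-campaign cutoff: mean of compounds within control limits plus 3 SD, cut at about 15% in these data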;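 further: 0% = median of all compound wells on the plate and 100% = blocking peptide control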
TDP2 absorb – blocks human TDP2 phosphodiesterase activity; 370,000 compounds, 0.34% hits; recombinant TDP2, T5PNP hydrolysis, p-nitrophenol absorbance 415 nm; O95551; inhibition, % at 12.8 µM; AID 720702;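 active means inhibition above the mean of all tested compounds plus 3 SD, set per campaign, cut at about 25% in these data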;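 further: 0% = DMSO with enzyme and 100% = buffer with substrate but no TDP2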
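Read-out basis: percent inhibition. System: recombinant human TDP2. Buffer or medium: Mg2+-containing Tris-HCl buffer, pH 7.5. Repeats: single replicate. Timing: reaction 2 h, 37 °C. Benchmarks: high control without enzyme, low control DMSO plus TDP2. Probe or stimulus: 5 mM T5PNP. Doses: 12.8 µM only. Measured by: epi absorbance of p-nitrophenol freed from T5PNP by hydrolysis.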
LEDGF integ inh – blocks HIV-1 LEDGF/p75-dependent DNA integration; 370,000 compounds, 0.64% hits; AID 743269; inhibition, % at 3.7 µM; TR-FRET IN-LEDGF/p75 DNA integration, Eu/Cy5;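 active means inhibition above the screen-wide mean plus 3 SD, cut at about 13% in these data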;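 further: signal is the Cy5 over europium emission ratio at 671 and 618 nm; 0% = plate median of compound wells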
* = called active by the depositor; i = inactive; . = no result given. Outcome played no part in choosing rows; overall some 4.2% were active at least once.

Results follow in this order: proKLK7 act	Tn7 DDE FP	PLC-gamma1 inh	ARFGAP1 inh	ADAM10 inh	ADAM17 inh	ASAP1 GAP inh	DDE Tn6 FP inh	TDP2 absorb	LEDGF integ inh
[1] Cc1cc(C(F)(F)F)nn1CC(=O)N(C)c1ccccc1
  0.2	4	2	-10	3	-2	12	2	-5	3
[2] CN1C(=O)/C(=C2\SC(N3CCCCCC3)=NC2=O)c2ccccc21
  0.5	7	3	8	-3	1	3	0	9	-1
[3] O=C(c1ccc(N2CCOCC2)c([N+](=O)[O-])c1)N1CCCC(C(F)(F)F)C1 (configuration not stated)
  -0.3	-7	-2	12	-3	-5	5	0	-15	-7
[4] O=C(O)CSc1nnc(-c2ccccc2)c(-c2ccccc2)n1
  0.8	0	7	3	8	1	12	-5	-15	7
[5] Cn1nc(C(=O)Nc2ccccc2N2CCOCC2)ccc1=O
  -0.4	2	6	1	-13	-4	14	-8	-10	0
[6] CCOc1ccc(NC(=O)CN(C)C(=O)c2c(C)nn(-c3ccc(F)cc3)c2Cl)cc1OCC
  -0.1	1	4	-4	4	-3	-17	7	-10	0
[7] CCCCC(=O)Nc1ccc(C(=O)NCC2COc3ccccc3O2)cc1 (configuration not stated)
  0.6	-4	4	.	3	3	.	1	2	4
[8] Cc1cccc2c(C(=O)Nn3cnnc3)cc(-c3ccccc3Cl)nc12
  0.4	-7	-1	10	4	-1	1	-5	-4	3
[9] CC[C@@H](C)C(NC(=O)OC(C)(C)C)c1cn([C@@H](Cc2ccc(O)cc2)C(=O)N2CCN(C(=O)OC(C)(C)C)CC2)nn1 (some centres not stated)
  0.3	-6	1	1	5	3	-13	-5	-6	-1
[10] N#CCCn1cc(C(N)=O)c(-c2ccc3ccccc3c2)n1
  -0.7	6	1	4	-9	-5	-4	-3	6	-3

Next compounds follow:
Results follow in this order: proKLK7 act	Tn7 DDE FP	PLC-gamma1 inh	ARFGAP1 inh	ADAM10 inh	ADAM17 inh	ASAP1 GAP inh	DDE Tn6 FP inh	TDP2 absorb	LEDGF integ inh
[11] COc1ccccc1CN(C)C(=O)c1cc(-c2cccs2)nc2ccccc12
  -5.4	-3	-107	-11	-364	-141	7	1	13	-1
[12] Cc1ccc(S(=O)(=O)N2CCN(C(=O)CN3C(=O)NC(C)(c4ccc(Cl)cc4)C3=O)CC2)c(C)c1 (configuration not stated)
  -0.7	-2	5	-18	-3	0	-1	2	5	-2
[13] CCN(CCO)C(=S)Nc1cc(C(=O)OC)ccc1C(=O)OC
  -2.1	-7	-170	15	i	-152	-2	-4	-10	4
[14] Cc1cccc(C(=O)NCCN2CCOCC2)c1[N+](=O)[O-]
  -0.2	6	0	-6	3	0	-11	6	7	-3
[15] NC(=O)c1cc(S(=O)(=O)N2CCc3ccccc3C2)cs1
  0.2	-10	1	1	1	-2	2	-4	-3	0
[16] CC(C)CC(COCc1ccc(Cl)cc1)N1CCN(C(=O)c2cccc(C(F)(F)F)c2)CCC1=O (configuration not stated)
  0.5	-3	6	10	9	4	-3	2	-4	-1
[17] CNC(=O)CN1C(=O)COc2ccc(S(=O)(=O)N3CCCCCC3)cc21
  -0.2	6	3	-9	-3	0	2	1	-12	-1
[18] CCOC(=O)N1CCN(C(=S)Nc2ccc(C)cc2C)CC1
  -0.3	4	-2	14	-5	-3	2	-4	-3	-4
[19] CCc1ccc(Nc2ncc3c(n2)CC(C)CC3=O)cc1 (configuration not stated)
  -0.1	-1	-3	6	-4	-6	-18	5	-10	-4
[20] COc1ccc(C(=O)OCC(=O)Nc2ccc(Cl)cn2)cc1
  0.1	2	0	-2	-1	-3	6	4	-1	-5

Later entries
Results follow in this order: proKLK7 act	Tn7 DDE FP	PLC-gamma1 inh	ARFGAP1 inh	ADAM10 inh	ADAM17 inh	ASAP1 GAP inh	DDE Tn6 FP inh	TDP2 absorb	LEDGF integ inh
[21] Cn1c(SCC(=O)N2CCOCC2)nnc1-c1cccc(NC(=O)c2ccccc2F)c1
  -0.1	-4	1	3	4	-2	13	2	-4	1
[22] O=C(O)c1ccc(CN2CCOCC2)o1
  0.6	3	1	-10	-4	-4	5	8	8	-3
[23] O=C(COc1cccc2cccnc12)N1CCc2ccccc21
  -0.4	-14	4	4	6	0	4	-3	0	0
[24] Cc1csc(=O)n1CCC(=O)OCC(=O)Nc1ccc(Cl)cn1
  0.3	1	-1	0	-5	2	1	0	-4	1
[25] O=C(O)C1(NS(=O)(=O)c2ccc(F)c(Cl)c2)CCCCC1
  0.3	-2	1	-2	-7	-6	1	-14	4	0
[26] CCOc1cc(/C=C2/C(=N)N3N=C(C)SC3=NC2=O)ccc1OS(=O)(=O)c1ccc(C)cc1
  0.0	13	-10	-2	-45	-20	-9	0	6	1
[27] CN(C)Cc1ccc(F)cc1Sc1ccc(Cl)cc1Cl
  -0.8	4	5	15	10	1	2	0	-10	-1
[28] C=CCn1cccc(C(=O)Nc2ccc(C)c(C)c2)c1=O
  0.5	-1	-13	18	1	2	-12	2	3	1
[29] COCCNC(=O)c1cccc(OC2CCN(Cc3cccc(SC)c3)CC2)c1
  -0.7	7	-3	-2	-4	-6	-4	5	-1	-4
[30] O=C(NC1CCCC1)C1CCCN(S(=O)(=O)c2cccc3cccnc23)C1 (configuration not stated)
  0.0	2	6	16	-20	1	2	-10	-11	-5

(cont.)
Results follow in this order: proKLK7 act	Tn7 DDE FP	PLC-gamma1 inh	ARFGAP1 inh	ADAM10 inh	ADAM17 inh	ASAP1 GAP inh	DDE Tn6 FP inh	TDP2 absorb	LEDGF integ inh
[31] C=CCOc1ccc(/C=C2\SC(=S)N(C(C(=O)O)c3ccccc3)C2=O)cc1 (configuration not stated)
  0.0	-10	-2	-2	1	-2	-17	-1	5	-3
[32] COC(=O)c1sccc1S(=O)(=O)NC(C)c1cnn(-c2ccc(OC)cc2)c1C (configuration not stated)
  0.4	-3	-2	9	-14	-3	0	-10	-5	2
[33] O=C(Nc1cccc(Cl)c1)N(CCCN1CCOCC1)Cc1ccccc1F
  -0.4	-9	-1	3	7	3	-2	-3	-7	-2
[34] COC(=O)C1=CN(c2ccc(F)cc2)C=C(C(=O)OC)C1c1ccc(O)cc1
  -2.8	6	-173	8	i	-323	15	12	-3	-3
[35] Cc1ccc2cccc(CC(=O)NN)c2c1
  -0.1	-9	6	-10	-9	4	-4	5	2	0
[36] CSCc1ccc(C(=O)Nc2cc(C)cc(C)c2)cc1
  -0.5	4	-3	11	0	1	-1	1	-8	-5
[37] CCOc1ccccc1N(C(=O)c1snc(C(N)=O)c1N)C(C(=O)NC1CCCC1)c1cccs1 (configuration not stated)
  -2.6	4	-80	12	-161	-60	3	-2	1	1
[38] O=C(NCc1ccccc1Cl)c1ccc2ccccc2n1
  0.2	12	-9	1	-12	-7	-20	-4	-8	-7
[39] CCOc1ccc2cc(S(=O)(=O)n3ccnc3C)ccc2c1
  -0.3	3	-4	-2	-15	-9	5	-5	-1	-1

Structural class, those above with two or more sulfur atoms
Results follow in this order: proKLK7 act	Tn7 DDE FP	PLC-gamma1 inh	ARFGAP1 inh	ADAM10 inh	ADAM17 inh	ASAP1 GAP inh	DDE Tn6 FP inh	TDP2 absorb	LEDGF integ inh
[15] NC(=O)c1cc(S(=O)(=O)N2CCc3ccccc3C2)cs1
  0.2	-10	1	1	1	-2	2	-4	-3	0
[26] CCOc1cc(/C=C2/C(=N)N3N=C(C)SC3=NC2=O)ccc1OS(=O)(=O)c1ccc(C)cc1
  0.0	13	-10	-2	-45	-20	-9	0	6	1
[31] C=CCOc1ccc(/C=C2\SC(=S)N(C(C(=O)O)c3ccccc3)C2=O)cc1 (configuration not stated)
  0.0	-10	-2	-2	1	-2	-17	-1	5	-3
[32] COC(=O)c1sccc1S(=O)(=O)NC(C)c1cnn(-c2ccc(OC)cc2)c1C (configuration not stated)
  0.4	-3	-2	9	-14	-3	0	-10	-5	2
[37] CCOc1ccccc1N(C(=O)c1snc(C(N)=O)c1N)C(C(=O)NC1CCCC1)c1cccs1 (configuration not stated)
  -2.6	4	-80	12	-161	-60	3	-2	1	1

Arranged by molecular weight (largest number first): three of the compounds above.
Results follow in this order: proKLK7 act	Tn7 DDE FP	PLC-gamma1 inh	ARFGAP1 inh	ADAM10 inh	ADAM17 inh	ASAP1 GAP inh	DDE Tn6 FP inh	TDP2 absorb	LEDGF integ inh
[33] O=C(Nc1cccc(Cl)c1)N(CCCN1CCOCC1)Cc1ccccc1F
  -0.4	-9	-1	3	7	3	-2	-3	-7	-2
[34] COC(=O)C1=CN(c2ccc(F)cc2)C=C(C(=O)OC)C1c1ccc(O)cc1
  -2.8	6	-173	8	i	-323	15	12	-3	-3
[38] O=C(NCc1ccccc1Cl)c1ccc2ccccc2n1
  0.2	12	-9	1	-12	-7	-20	-4	-8	-7

An excerpt from above in order of their number in LEDGF integ inh, falling.
Results follow in this order: proKLK7 act	Tn7 DDE FP	PLC-gamma1 inh	ARFGAP1 inh	ADAM10 inh	ADAM17 inh	ASAP1 GAP inh	DDE Tn6 FP inh	TDP2 absorb	LEDGF integ inh
[37] CCOc1ccccc1N(C(=O)c1snc(C(N)=O)c1N)C(C(=O)NC1CCCC1)c1cccs1 (configuration not stated)
  -2.6	4	-80	12	-161	-60	3	-2	1	1
[33] O=C(Nc1cccc(Cl)c1)N(CCCN1CCOCC1)Cc1ccccc1F
  -0.4	-9	-1	3	7	3	-2	-3	-7	-2
[36] CSCc1ccc(C(=O)Nc2cc(C)cc(C)c2)cc1
  -0.5	4	-3	11	0	1	-1	1	-8	-5
